High-throughput results from PubChem BioAssay.
ALOX12 inh: inhibitors of human 12S-lipoxygenase ALOX12 | P18054 | purified 12hLO, xylenol orange hydroperoxide absorbance | Potency, µM (top dose mostly 108 µM), for the others: top-dose activity change, negative = inhibition, usual class: inhibitors | 1.1% of 580,000 active; active means well fitted inhibition curve with a large enough effect; inconclusive means small, poorly fitted or top-dose-only effect, or another doubt; inactive means no such curve, though single readings can be large or run the other way
Target sequence (P18054 whole entry, looked up): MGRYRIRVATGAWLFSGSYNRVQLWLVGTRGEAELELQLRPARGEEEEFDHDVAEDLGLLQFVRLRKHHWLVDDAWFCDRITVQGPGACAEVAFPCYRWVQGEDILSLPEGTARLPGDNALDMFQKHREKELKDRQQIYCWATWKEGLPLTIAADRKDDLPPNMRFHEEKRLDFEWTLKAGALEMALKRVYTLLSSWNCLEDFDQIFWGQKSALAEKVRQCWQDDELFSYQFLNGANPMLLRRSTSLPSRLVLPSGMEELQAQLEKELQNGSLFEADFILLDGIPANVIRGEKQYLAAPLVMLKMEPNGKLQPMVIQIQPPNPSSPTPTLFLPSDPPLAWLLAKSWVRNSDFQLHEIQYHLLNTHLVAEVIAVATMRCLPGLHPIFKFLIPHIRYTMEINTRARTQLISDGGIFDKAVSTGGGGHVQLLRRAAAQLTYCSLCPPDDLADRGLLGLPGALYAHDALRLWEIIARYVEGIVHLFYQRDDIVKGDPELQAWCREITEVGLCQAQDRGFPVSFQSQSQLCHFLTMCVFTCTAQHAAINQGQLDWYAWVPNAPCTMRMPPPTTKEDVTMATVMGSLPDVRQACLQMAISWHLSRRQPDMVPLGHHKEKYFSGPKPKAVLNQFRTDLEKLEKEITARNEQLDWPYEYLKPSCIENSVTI
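Purified human 12hLO (150 nM final) in 25 mM Hepes, 0.01% Triton X-100, pH 7.0 was preincubated 15 min at room temperature with compound. Then 40 uM arachidonic acid was added, 30 min. Hydroperoxide was read by Fe-XO absorbance ratio 573/405 nm.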
* marks the source's active call; other numbers are inactive results; ? = inconclusive; & = joins results of further samples; [ ] = dose if it differs, or a comment. On the % scale 0 is the no-effect control and ±100 the full control effect; potency means the concentration at half of the fitted maximal effect. Not all compounds are listed; rates above refer to the full screens.

SMILES	ALOX12 inh
Cc1ccc(-c2cn[nH]c2C2CCCN(C(=O)c3cnc(C)s3)C2)cc1 (configuration not stated)	1%
COc1ccc(CNC(=O)Nc2ccc(F)c(Cl)c2)cn1	55%[activator]
COC(=O)CC1[C@@]2(C)C[C@]34OC5(C)OC6(C7CC(=O)OC(c8ccoc8)[C@]7(C)CCC6(O5)[C@]13C)C(OC(C)=O)[C@]4(OC(C)=O)C2OC(C)=O (some centres not stated)	-1%
Cn1nccc1C(=O)N1CCCN(S(C)(=O)=O)c2ccccc21	-1%
COc1ccc(CN2CCOc3nc(-c4cc(F)cc(OC)c4)ncc3C2=O)cc1	-21%[176 µM]
COc1ccc(CCn2c(SCC(C)C)nc3c2c(=O)n(C)c(=O)n3C)cc1	-6%
COc1ccccc1N1CCN(c2nc(C)c3c(n2)CCCC3=O)CC1	-5%
CCNc1ncc(C(=O)N2CCCC(Nc3ccc(OC)cc3)C2)cn1 (configuration not stated)	-8%
CCOc1ccccc1NC(=O)c1ncoc1-c1cccc(OC)c1	4%
CC(C)CN1C(=O)c2cccn2CC1C(=O)N(C)Cc1cccnc1 (configuration not stated)	3%
C/C=C/C=C/C(=O)NC(C)c1ccc(F)c(F)c1 (configuration not stated)	36%
O=C(Cn1ccc(=O)[nH]c1=O)N1C[C@H]2CC[C@@H]1CN(Cc1cscn1)C2	8.9µM*
CCCCC/C=C\C\C=C/C=C/C=C/[C@@H](O)[C@@H](O)CCCC(=O)O	8%[2.23 µM]
CCS(=O)(=O)N(Cc1ccc(C)cc1)c1c(C)n(C)n(-c2ccccc2)c1=O	7%
CC(=O)N1CCCC2(C1)CN(C)c1ccc(C(=O)NCC3CC3)cc12 (configuration not stated)	69%[activator][176 µM]
CCN(CC)Cc1cnc2c(C(=O)N(C)CCc3ccccn3)cnn2c1	25%
CNC(=O)c1cc[nH]c1C1CCCN(C(=O)Cc2cccnc2)C1 (configuration not stated)	32%[activator]
O=C(CN(CC1CC1)C1CC1)NC(=O)NCc1ccco1	?
Cc1ccc(-c2nc3c(C)cc(Br)cn3c2Cc2ccccc2C(F)(F)F)cc1	-70%
C/C(=N\O)c1oc2ccc3c(C)cc(=O)oc3c2c1-c1ccccc1	?
CCSc1nc(C(F)(F)F)nc2ccccc12	8%
Cc1ccc(C2=NC3(CCN(C(=O)c4ccc(C#N)cc4)CC3)ON2)cc1	16%
CC(C)NC(=O)N1CC[C@@]2(CCCN(S(=O)(=O)c3ccccc3)C2)C1	-4%[57.4 µM]
O=C(COc1ccccc1)Nc1nc2n(n1)C(c1ccc(Cl)cc1)CC(=O)N2 (configuration not stated)	37%[activator]
COc1cccc(-c2cc(-c3ccccc3)nc3c(C)noc23)c1	5%[176 µM]

Next section, starting with the last 2 of the part before.
SMILES	ALOX12 inh
O=C(COc1ccccc1)Nc1nc2n(n1)C(c1ccc(Cl)cc1)CC(=O)N2 (configuration not stated)	37%[activator]
COc1cccc(-c2cc(-c3ccccc3)nc3c(C)noc23)c1	5%[176 µM]
COCCN[C@@H]1C[C@@H]2c3[nH]c4ccccc4c3C[C@@H](C(=O)OC)N2[C@H](c2ccc(C(C)C)cc2)C1	?
CCOCCCNC(=O)N1CCC2(CC1)CC(N1CCOCC1)CCO2 (configuration not stated)	27%
O=C(c1ccccc1C(F)(F)F)N1CCOc2ccc(CN3CCOCC3)cc2C1	14%
CCCCN1CCN(c2nc3c(c(=O)[nH]c(=O)n3C)n2Cc2ccccc2F)CC1	9%
O=C(Cc1ccccc1)N1CCCC2(C1)Nc1cccnc1NC2=NC1CCCC1 (configuration not stated)	67%[activator]
COc1ccc(CNC(=O)[C@@]23CCCC[C@H]2N(C)C(=O)CC3)c(OC)c1	18%
Cc1oc(-c2ccccc2)nc1C(=O)N(C)C(C)C(C)(C)C (configuration not stated)	-22%
O=C(O)CCNS(=O)(=O)/C=C/c1ccccc1	13%
CCOc1ccccc1NC(=O)Cn1c(=O)c(-c2noc(C)n2)c2n(c1=O)CCCC2	40%[activator]
NC(=O)c1nc(Nc2ccccc2)sc1NC(=O)C12CC3CC(CC(C3)C1)C2	?
Cc1ccc(C2Cn3cnc(C(=O)N4CCC(C(=O)NCc5ccccc5F)CC4)c3CO2)cc1 (configuration not stated)	15%
Cc1ncc(C(=O)N2CCOCC2CC(=O)N2CCCC2)c(-c2ccccc2)n1 (configuration not stated)	30%
Cc1ccsc1C(=O)OCC(=O)Nc1ccc(Cl)c(C(F)(F)F)c1	?
O=C(Nc1ccccc1C(=O)N1CCC(Cc2ccccc2)CC1)c1ccco1	4%
Cc1ccc(CCNC(=O)c2cc3n(n2)CC(c2ccc4c(c2)OCO4)OC3)cc1 (configuration not stated)	-8%
CC(=O)N(Cc1ccc2[nH]ccc2c1)C1CC1	16%
CN(C)C(=O)c1cc(-c2ccccc2S(C)(=O)=O)c2cccn2n1	-2%[6.33 µM]
COc1nn(C)c2nc(C)c(CCC(=O)NC(C)C(C)C)c(C)c12 (configuration not stated)	37%[activator]
COc1cc(-c2ccc(N3C(c4ccsc4)=Cc4ccccc4C3CC(C)=O)cc2)cc(OC)c1OC (configuration not stated)	?
CN(Cc1ccccc1)C(=O)OCc1cn(Cc2ccc(F)c(F)c2)nn1	0%
CC(Sc1nc2cc(Cl)ccc2n1C)C(=O)NCc1ccc2c(c1)OCO2 (configuration not stated)	-17%
COC(=O)COc1ccc2c(C)c(-c3ccc(OC)c(OC)c3)c(=O)oc2c1	?
C=CCCC1CN(Cc2ccc(OC)cc2)S(=O)(=O)c2c(Oc3ccc(C)cc3)cccc2O1 (configuration not stated)	1%
O=C1COCCN1C1CCN(Cc2ccsc2)CC1	0%&-1%[12.5 µM]
O=C(NCCc1ccccc1)[C@@H]1C[C@@H](c2ccc(F)cc2)N([S+](=O)([O-])c2ccccc2)C1	9%
SMILES	ALOX12 inh
COc1ccccc1CC(=O)NCc1nnc2c(-c3nc(C(C)C)no3)cccn12	24%
Cc1cc(C)c(CNC(=O)c2nc(-c3cccc(CO)c3)cc3c2ccn3C)c(=O)[nH]1	-1%[176 µM]
O=C(C1CC1)N1CCCC(Nc2ccc(F)c(F)c2)C1 (configuration not stated)	70%[activator]
COP(=O)(OC)c1nc(-c2ccc(Cl)cc2)oc1NCc1cccnc1	?
CN(C(=O)C1(N)CC1)C1CCCN(CCCc2ccccc2)C1 (configuration not stated)	0%
O=C(CCc1nnn2c1CN(C(=O)NCCc1ccccc1)CC2)N1CCCC1	42%[activator]
Clc1ccc(-c2cnc([C@@H]3COCCN3Cc3cnc4ccccc4c3)[nH]2)s1	8%[176 µM]
O=C(C1=Cc2cc(Cl)ccc2OC1)N1CCN(S(=O)(=O)c2ccc(F)cc2)CC1	?
COc1nc2ccccc2cc1-c1noc(-c2ccncc2)n1	-12%
O=C(COc1ccc([N+](=O)[O-])cc1Cl)Nc1ccc2c(c1)CCC2	-23%
O=S(=O)(NCc1ccc(N2CCCC2)nc1)c1ccc2c(c1)CCCC2	-3%
OCC1(CN2CCCC2)CCN(Cc2ccccc2F)CC1	32%[activator]
CC1(C)C(=O)N(Cc2ccccc2)[C@H]2CN(Cc3ccccc3)C[C@H]2[S+]1(=O)[O-]	-13%[176 µM]
O=C(O)c1ccc(F)cc1I	?
Cc1nc(-c2cn(C3CCCN(C(=O)c4c(F)cccc4F)C3)nn2)no1 (configuration not stated)	29%
O=C(OCc1ccccc1)N1CCOCC12CCN(Cc1cccc(O)c1)CC2	19%[176 µM]
CCC(=O)N(C1CCOCC1)C1CCN(Cc2ccc(SC)cc2)CC1	23%
Cc1ccccc1NC(=O)CCNc1c(-c2ccc(F)cc2)nc2cnccn12	-12%
COc1cccc(/C=C/c2nc3ccccc3s2)c1OC(C)C	3%
O=C(N[C@H](Cc1ccccc1)C(=O)N1CCN(c2ccc(Cl)cn2)CC1)[C@H]1O[C@@H](n2ccc(=O)[nH]c2=O)[C@H](O)[C@@H]1O	-13%
CCNCc1ccc(-c2cccc(Cl)c2)o1	?
CCCCn1c(=O)[nH]c(=O)c2c1nc(CSc1nnnn1CC(C)C)n2CC	-13%
O=C([C@H]1C[C@H](Oc2ccccc2)CN1S(=O)(=O)c1ccc(F)cc1)N1CCOCC1	33%[activator]
COc1cccc(NC(=O)c2ncoc2-c2ccc(OC)c(OC)c2)c1	4%
Cc1c(OCc2ccc(C(C)(C)C)cc2)ccc2c(-c3ccccc3)cc(=O)oc12	1%
SMILES	ALOX12 inh
CCCN(CC1CCOC1)C(=O)NC(C)C (configuration not stated)	8%
Oc1ccc([S+]2CCCC2)c2ccccc12	?
O=C(NCCn1ccn2nc(-c3ccc(F)cc3)cc2c1=O)c1ccco1	5%
Cn1cc(CN2Cc3c(cc(N4CCOCC4)nc3-c3cccc(F)c3)C2=O)cn1	-4%[176 µM]
O=C(/C=C/N1CCCCC1)c1ccc(Br)cc1	?
Cc1ccc(S(=O)(=O)CCC(=O)OCC(=O)NC(C)C(C)C)cc1 (configuration not stated)	?
CCn1nccc1C(=O)N1CCC2(CC1)CC(N(Cc1ccccc1)C1CC1)CCO2 (configuration not stated)	19%
O=C1NCN(Cc2ccc(Cl)cc2)C12CCN(Cc1cccnc1)CC2	?
Cc1c(C(=O)OC(C)C#N)oc2c1ccc1ccccc12 (configuration not stated)	?
CCOc1ccccc1NC(=O)N1CCCCCCNC(=O)CC1c1ccccc1 (configuration not stated)	23%
COc1c(C)cccc1C(=O)N1CCC2(CC1)CNC(C(=O)O)C2 (configuration not stated)	49%[activator]
Cc1cccc(N2CC(c3nc4ccccc4[nH]3)CC2=O)c1C (configuration not stated)	9%
CCn1cc(CN2CCC(N3C(=O)C4(CCCCC4)C3c3ccccc3)CC2)cn1 (configuration not stated)	20%
O=C(NCc1ccc(N2CCCC2)nc1)c1ccc(Cl)c(Cl)c1	25%
O=C(c1ccc2c(c1)OCO2)N1C[C@@H](CO)[C@H](c2ccncc2)C1	20%
Cc1ccc(-c2nc(CS(=O)(=O)Cc3cccc(F)c3)co2)cc1	70%[activator]
COc1ccc(CCC(=O)N2CCC3(CC2)CC(N(C(C)=O)C2CC2)CCO3)cc1 (configuration not stated)	-7%
CCCc1nc2ccccc2c(C(=O)OCC(N)=O)c1CC	-13%
CC(C)=CCN1CCC2(CCC(CNc3ncncn3)O2)CC1 (configuration not stated)	67%[activator]
CCC1(N2CCN(S(=O)(=O)c3ccc(Cl)cc3C)CC2)CCN(C(=O)C(C)C)C1 (configuration not stated)	?
C=CCS(=O)(=O)N1CCC2(CCCN(CCCc3ccccc3)C2=O)C1 (configuration not stated)	4%
CCc1c(C(=O)NCc2cccnc2N2CCOCC2)cnn1-c1ccc(F)cc1	14%
CCOc1cc(C2C3=C(CCCC3=O)OC3=C2C(=O)CCC3)cc(Br)c1OCC(=O)O	7%
Cc1cc(C)cc(N(CCC#N)C(=O)COC(=O)c2csc(NCc3ccccc3)n2)c1	?
CCc1nc2c(c(-c3ccc(OC)cc3)n1)CN(C(=O)c1ccc(C(F)(F)F)cc1)CC2	0%[6.33 µM]
SMILES	ALOX12 inh
COc1cc2c(cc1OC)C(C)N(C(=O)c1ccc(F)cc1F)CC2 (configuration not stated)	10%
CN1OC(C)(CC(=O)NCc2nccs2)N=C1c1cccc(Br)c1 (configuration not stated)	-28%
COCCc1noc(C2CCCN(C(=O)Cn3ncc4ccccc4c3=O)C2)n1 (configuration not stated)	99%[activator]
CC1(C)CC(OC(=O)CCCCC(=O)OC2CC(C)(C)NC(C)(C)C2)CC(C)(C)N1	38%[activator]
O=C1CC2CCN(C(=O)c3ccccc3)CC2CCN1 (configuration not stated)	50µM*
COc1ccc(NC(=O)N2c3ccc(OC)cc3[C@@H](NC(=O)OCc3ccccc3)[C@H](C)[C@H]2c2ccccc2)cc1	23%
CN1CCN(c2ncc3nc(CCc4ccccc4)c(=O)n(Cc4ccc(F)cc4)c3n2)CC1	?
CN1C(=O)CC(C(=O)O)C12CCN(Cc1ccc(CCC(C)(C)O)cc1)CC2 (configuration not stated)	2%
OCC1CN(Cc2ccc(F)cc2Cl)CC12CCNCC2 (configuration not stated)	37%
CC(C)c1noc([C@@H]2Cc3nc[nH]c3CN2C(=O)Nc2ccc(Cl)cc2)n1	47%[activator][176 µM]

Structural class, the compounds so far with a Cl atom
SMILES	ALOX12 inh
COc1ccc(CNC(=O)Nc2ccc(F)c(Cl)c2)cn1	55%[activator]
O=C(COc1ccccc1)Nc1nc2n(n1)C(c1ccc(Cl)cc1)CC(=O)N2 (configuration not stated)	37%[activator]
Cc1ccsc1C(=O)OCC(=O)Nc1ccc(Cl)c(C(F)(F)F)c1	?
CC(Sc1nc2cc(Cl)ccc2n1C)C(=O)NCc1ccc2c(c1)OCO2 (configuration not stated)	-17%
COP(=O)(OC)c1nc(-c2ccc(Cl)cc2)oc1NCc1cccnc1	?
Clc1ccc(-c2cnc([C@@H]3COCCN3Cc3cnc4ccccc4c3)[nH]2)s1	8%[176 µM]
O=C(C1=Cc2cc(Cl)ccc2OC1)N1CCN(S(=O)(=O)c2ccc(F)cc2)CC1	?
O=C(COc1ccc([N+](=O)[O-])cc1Cl)Nc1ccc2c(c1)CCC2	-23%
O=C(N[C@H](Cc1ccccc1)C(=O)N1CCN(c2ccc(Cl)cn2)CC1)[C@H]1O[C@@H](n2ccc(=O)[nH]c2=O)[C@H](O)[C@@H]1O	-13%
CCNCc1ccc(-c2cccc(Cl)c2)o1	?
O=C1NCN(Cc2ccc(Cl)cc2)C12CCN(Cc1cccnc1)CC2	?
O=C(NCc1ccc(N2CCCC2)nc1)c1ccc(Cl)c(Cl)c1	25%
CCC1(N2CCN(S(=O)(=O)c3ccc(Cl)cc3C)CC2)CCN(C(=O)C(C)C)C1 (configuration not stated)	?
OCC1CN(Cc2ccc(F)cc2Cl)CC12CCNCC2 (configuration not stated)	37%
CC(C)c1noc([C@@H]2Cc3nc[nH]c3CN2C(=O)Nc2ccc(Cl)cc2)n1	47%[activator][176 µM]
